Giardia FBPA inh: blocks Giardia fructose-bisphosphate aldolase activity; 290,000 compounds, 0.71% hits; Potency, µM (top dose mostly 59.6 µM), for inactives: at the top dose activity, negative = inhibition, usual class: inhibitors; A8B2U2; purified Giardia FBPA; also: potency is read from the fitted curve at half-maximal effect; nearly all actives have a fitted effect of over 55% in size
Target sequence (A8B2U2 whole entry, looked up): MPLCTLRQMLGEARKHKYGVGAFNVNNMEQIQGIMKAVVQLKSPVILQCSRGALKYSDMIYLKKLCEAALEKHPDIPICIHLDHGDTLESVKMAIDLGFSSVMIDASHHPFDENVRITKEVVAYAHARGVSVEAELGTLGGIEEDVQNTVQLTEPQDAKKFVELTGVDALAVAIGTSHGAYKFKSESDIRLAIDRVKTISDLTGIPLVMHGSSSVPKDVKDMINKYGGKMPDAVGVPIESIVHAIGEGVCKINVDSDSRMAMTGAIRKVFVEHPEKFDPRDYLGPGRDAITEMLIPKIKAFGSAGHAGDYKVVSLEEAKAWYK
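40 nM FBPA preincubated 10 min at RT with compound (up to 57.5 uM final), then substrate plus GAPDH/TPI/NAD/arsenate coupling and diaphorase/resazurin added. Fluorescence read after 20 min at RT, 525/598 nm.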
AmpC detergent: AmpC beta-lactamase inhibition with detergent present; P00811; AmpC hydrolysis of nitrocefin, absorbance 480 nm, 0.01% Triton; Potency, µM (doses to about 114 µM), for inactives: at the top dose activity change, negative = inhibition, usual class: inhibitors; 370,000 compounds, 0.041% hits; AID 485294;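 also: potency is read from the fitted curve at half-maximal effect; 0% = no-compound wells and -100% = no-enzyme wells; nearly all actives have a fitted effect of over 25% in size; some results filed as inactive show a strong effect at the top dose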
Target sequence (P00811 whole entry, looked up): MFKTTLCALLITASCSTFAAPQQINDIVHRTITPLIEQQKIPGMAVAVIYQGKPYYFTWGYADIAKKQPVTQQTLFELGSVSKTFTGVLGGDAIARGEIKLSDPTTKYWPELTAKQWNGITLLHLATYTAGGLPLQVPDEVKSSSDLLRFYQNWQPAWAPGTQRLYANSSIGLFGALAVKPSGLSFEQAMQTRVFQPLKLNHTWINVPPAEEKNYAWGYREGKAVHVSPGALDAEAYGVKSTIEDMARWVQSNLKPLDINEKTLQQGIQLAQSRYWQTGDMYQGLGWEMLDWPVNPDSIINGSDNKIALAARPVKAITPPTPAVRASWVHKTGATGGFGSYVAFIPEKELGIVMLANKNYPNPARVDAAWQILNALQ
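AmpC (5.3 nM in the dispensed reagent) in 20 mM phosphate pH 7.0 with 0.01% (detergent screen) or 0.0001% Triton X-100 was preincubated with compounds for 15 min at room temperature. Nitrocefin was then added from an 800 uM solution, and hydrolysis was followed at 480 nm.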
AmpC inh no detg: blocks E. coli AmpC beta-lactamase in detergent-free assay; Potency, µM (titrated, usually from 57.1 µM), inactives show at the top dose activity change, negative = inhibition, usual class: inhibitors; AmpC nitrocefin hydrolysis, absorbance 480 nm, 0.0001% Triton; 330,000 compounds, 0.52% hits; AID 485341;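 also: potency is read from the fitted curve at half-maximal effect; plate controls were no compound for no effect and no enzyme for full effect; nearly all actives have a fitted effect of over 20% in size; some results filed as inactive show a strong effect at the top dose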
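AmpC (5.3 nM in the dispensed reagent) in 20 mM phosphate pH 7.0 with 0.01% (detergent screen) or 0.0001% Triton X-100 was preincubated with compounds for 15 min at room temperature. Nitrocefin was then added from an 800 uM solution, and hydrolysis was followed at 480 nm.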
AMA1 RON2 block: disrupts binding of P. falciparum AMA1 to RON2; AlphaScreen AMA1-biotinylated RON2 peptide binding; Potency, µM (doses to about 58.2 µM), for inactives: top-dose activity change, negative = inhibition, hits mostly inhibitors; 360,000 compounds, 0.2% hits;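 also: potency is read from the fitted curve at half-maximal effect; 0% = vehicle wells and -100% = peptide control; nearly all actives have a fitted effect of over 45% in size; some results filed as inactive show a strong effect at the top dose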
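AMA1 (3D7) with his tag at 25 nM final met compounds first, then biotinylated RON2 peptide at 25 nM; detection used donor plus acceptor beads, 10 µg/mL apiece, read by AlphaScreen after 30 min at room temperature.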
Sm TGR block: S. mansoni TGR enzyme inhibition; Q962Y6; purified TGR, DTNB reduction, TNB absorbance 405 nm; Potency, µM (top dose mostly 114 µM), inactives show at the top dose activity change, negative = inhibition, actives largely listed as inhibitors; 360,000 compounds, 3% hits; AID 485364; also: potency is read from the fitted curve at half-maximal effect; nearly all actives have a fitted effect of over 60% in size
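TGR 20 nM + NADPH 100 uM (dispensed conc.), cpd preinc 15 min RT; start with NADPH (500 uM addition) then DTNB (15 mM addition). Kinetic TNB absorbance, 405 nm filter. Four-parameter Hill fit across titration.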
HCMV antiviral: inhibitors of human cytomegalovirus; HFF cells, HCMV-luciferase reporter, 72 h; hits give low values; 410,000 compounds, 4.5% hits; activity change, negative = inhibition, % at 57.5 µM; in the data active = activity change below about -60%; inconclusive = no clear call, values can overlap the other calls; inactive = above about -39%
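Cell-based, HFFs, 1000 cells/well, 16 h 37C; cpds in DMSO + HCMV-luc, MOI 1 PFU/cell; 72 h 37C; OneGlo luminescence after 5 min RT; norm. to buffer vs Salinomycin 10uM.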
* = called active by the depositor; ? = inconclusive; · = no result given; & = joins results of further samples; [ ] = remark or other dose. Unless noted, calls follow the shape of the dose curve; as a rule, active = well fitted curve in the direction sought with a large enough effect; inconclusive = small, poorly fitted or top-dose-only effect, or another doubt; inactive = no such curve, though single readings can be large; an effect the other way counts as inactive or inconclusive. Unless noted, % is scaled to controls: 0 for no effect and ±100 for the full control effect.

entry	Compound	Giardia FBPA inh	AmpC detergent	AmpC inh no detg	AMA1 RON2 block	Sm TGR block	HCMV antiviral
1	Cc1ccccc1CNc1nc(N(C)C)nc2c1cnn2C	·	13%	·	·	?	-24
2	CCOC(=O)c1ccccc1NC(=O)c1cncc(Br)c1	9%	5%	3%	15%	-2%	-12
3	CSCCCNC(=S)Nc1ccc(N2CCOCC2)cc1N1CCOCC1	-21%	-6%	9%	0%	-28%	28
4	Clc1cc(Cl)c(Cl)cc1Cl	·	-1%	-2%	14%	-3%	-19
5	Cc1ccsc1-c1nc(CN2CCCC2c2ccc(F)cc2)c(C)o1 (stereo unspecified)	0%	8%	13%	-10%	?	-11
6	CCOc1cc(NC(=O)c2cnccn2)c(OCC)cc1NC(=O)c1ccc(OC)cc1	-2%	-9%	-21%	·	1%	·
7	CC1CC1C(=O)N(C)CC(=O)Nc1ccc(Cl)c(C(F)(F)F)c1 (stereo unspecified)	·	-9%	-7%	0%	-2%	-9
8	Cc1ccc2c(c1)N(CC(=O)NC1CCCc3ccccc31)C(=O)CO2 (stereo unspecified)	3%	-3%	-9%	-7%	5%	51
9	CCOC(=O)c1c(C)sc2c1N(C(=O)CN(CC)CC)c1cc(Cl)ccc1S2	1%	-3%	171%[activator]	-18%	-21%	-28
10	O=[N+]([O-])c1cc(C(F)(F)F)cc([N+](=O)[O-])c1NN=C1CCCCC1	-20%	-4%	-41%	?	?	-3
11	CCC(C)NC(=O)c1c(-c2cc(Cl)c(OC)c(Cl)c2)noc1C (stereo unspecified)	5%	-14%	0%	-9%	1%	71
12	CCCS(=O)(=O)N1CCCC(C(=O)NCCc2ccccc2)C1 (stereo unspecified)	-22%	1%	-8%	-6%	3%	-1
13	Nc1nc(Cl)cc(NCCc2ccc(O)cc2)n1	-23%	8%	-20%	-3%	2%	-10
14	O=C(c1ccc2ccccc2c1)C1CCCN(C(=O)CCn2cnnn2)C1 (stereo unspecified)	0%	-4%	75%[activator]	-2%	-16%	1
15	CSc1ccccc1OCc1cc(C(=O)N(C)CCn2nc(C)cc2C)no1	·	-8%	144%[activator]	2%	0%	13
16	CCOC(=O)C1CCCN(C(=O)COc2ccccc2O)C1 (stereo unspecified)	2%	0%	-9%	-13%	6%	39
17	CN1CCN(C2=Cc3ccccc3Sc3cc(F)ccc32)CC1	-5%	-10%	98%[activator]	?	-1%	25
18	CN1CCN(C(=O)/C=C\C(=O)O)CC1	4%	-14%	-10%	10%	5%	-24
19	Cc1ccc(Cn2c(=O)oc3ccccc32)cc1	12%	4%	-20%	2%	-5%	-30
20	O=C(CCc1ccccc1)Nc1ccc(NC(=O)C2CC2)nc1	5%	-9%	-19%	-16%	13%	17
21	CCOc1ccc(S(=O)(=O)NNC(=S)Nc2ccc(Br)cc2)cc1	-2%	-1%	-21%	42%[activator]	7%	-32
22	Cc1ccccc1CS(=O)(=O)Cc1ccc(C(=O)NC2CCCC2)o1	16%	-7%	-2%	-3%	-22%	-12
23	CCn1c(CNc2ccc(F)cc2)nnc1SCC#N	-6%	0%	-2%	-12%	-22%	-18
24	CC(C)OCCCNC(=O)C1CC(=O)N(CCc2ccc(F)cc2)C1 (stereo unspecified)	5%	?	1%	14%	-25%	-2
25	CCOC(=O)c1c(NC(=O)/C=C/c2ccc(OC)cc2)sc2c1CCC(C)C2 (stereo unspecified)	·	-2%	·	·	3%	-22

Looked up by compound from above (two):
entry	Compound	Giardia FBPA inh	AmpC detergent	AmpC inh no detg	AMA1 RON2 block	Sm TGR block	HCMV antiviral
11	CCC(C)NC(=O)c1c(-c2cc(Cl)c(OC)c(Cl)c2)noc1C (stereo unspecified)	5%	-14%	0%	-9%	1%	71
10	O=[N+]([O-])c1cc(C(F)(F)F)cc([N+](=O)[O-])c1NN=C1CCCCC1	-20%	-4%	-41%	?	?	-3

(list continues)
entry	Compound	Giardia FBPA inh	AmpC detergent	AmpC inh no detg	AMA1 RON2 block	Sm TGR block	HCMV antiviral
26	O=C(CCCn1cnc([N+](=O)[O-])n1)Nc1cccc2ccccc12	?	4%	-29%	-8%	-25%	-4
27	CCOc1ccc(N2CC(NC(=O)c3ccco3)CC2=O)cc1 (stereo unspecified)	·	3%	·	·	8%	52
28	O=C(c1cccc(S(=O)(=O)N2CCCCC2)c1)N1CCc2ccccc21	24%	-2%	-10%	-17%	-1%	-72*
29	COC(=O)C1=C(c2ccc(C(C)=O)cc2)C[C@@H]2CC[C@H]1N2C(=O)N1CCC(O)(c2ccc(Cl)cc2)CC1	·	-5%	174%[activator]	-3%	-4%	-17
30	COc1cc(C=O)cc(Cl)c1OC(=O)N1CCOCC1	4%	-4%	3%	2%	-9%	49
31	Cc1ccc(-c2nc(Nc3cccc(C)c3)sc2CC(=O)O)cc1	?	3%	-42%	37%[activator]	?	54
32	CCOc1ccc(/C=N/n2c(C)nc3ccccc3c2=O)cc1	4%	-1%	-4%	0%	-4%	·
33	CCOc1ccc(-c2ccc3nnc(SCC(=O)NCC4CCCO4)n3n2)cc1 (stereo unspecified)	·	?	-25%	15%	-2%	-23
34	COCCNC(=O)C(=O)N/N=C(\C)CC(=O)Nc1ccc(Cl)cc1Cl	-3%	-10%	38%	24%	-15%	7
35	CCN(CC)S(=O)(=O)c1ccc(N2CCCC2)c(NC(=O)c2ccncc2)c1	-5%	1%	-1%	-7%	-36%	14
36	COc1cccc(OCC(=O)Nc2nnc3n2CCS3)c1	·	-2%	·	·	2%	-9
37	Cc1cccc(NC(=O)C(Cc2ccccc2)N2Cc3ccccc3C2=O)c1C (stereo unspecified)	·	14%	·	·	1%	-23
38	Cn1c(=O)c(C#N)c(-c2ccc(F)cc2)c2cc(C(=O)c3cc(Cl)cc(Cl)c3O)cnc21	-6%	7%	-49%	-7%	-3%	-61*
39	CCn1c(SC)nc2c(c1=O)SC(C)C2 (stereo unspecified)	3%	0%	-12%	14%	0%	26
40	O=C(C1=C[C@@H]2[C@H]3C(=O)N(c4ccccc4Cl)C(=O)[C@H]3[C@@H](C(=O)c3ccc(Cl)cc3)N2C=C1)c1ccccc1	-29%	-8%	-49%	·	25µM*	·
41	Cc1cccc(NC(=O)N(Cc2cc3cc(C)ccc3[nH]c2=O)CC2COCCO2)c1 (stereo unspecified)	-3%	-1%	160%[activator]	-19%	5%[57.1 µM]	3
42	CCN1CCN(c2ccc(S(=O)(=O)N3CCCCC3)cc2NC(=O)Cc2ccc(OC)cc2)CC1	·	-7%	182%[activator]	-3%	7%	15
43	CCN=C(Nc1ccc(Cl)cc1)c1cccnc1	6%	-1%	-13%	2%	7%	5
44	O=C(Nc1nnc(-c2ccc3c(c2)OCCO3)o1)c1ccc(Cc2ccccc2)cc1	16%	-8%	-29%	141%[activator]	3%	?
45	N/C(COc1ncn(-c2ccccc2)n1)=N\S(=O)(=O)c1ccc(Cl)cc1Cl	-9%	-10%	13%	39%[activator]	·	?
46	O=C(CCCN1C(=O)S/C(=C\C=C\c2ccccc2)C1=O)Nc1ccc(O)cc1	15%	0%	-33%	-13%	10%	-37
47	Cc1ccc(S(=O)(=O)N2CCC(C(=O)NNC(=O)c3ccccc3O)CC2)cc1	·	-15%	-29%	39%[activator]	4%	-16
48	CCN(CC(=O)NCc1cccs1)C(=O)c1cccc(S(=O)(=O)N(C)C)c1	·	·	1%	-4%	·	-28
49	CCC(=O)N1CCc2cc(CNS(=O)(=O)c3c(C)cc(C)cc3C)ccc21	·	8%	·	·	-2%	-35
50	O=C(OCCC1Oc2cccnc2NC1=O)c1ccc(Cl)cc1 (stereo unspecified)	0%	-2%	0%[2.29 µM]	6%	-4%	-35
51	O=C(COC(=O)/C=C/c1cccs1)Nc1ccc(Cl)cc1F	·	·	-26%	11%	·	-7
52	COCCn1nnnc1C(C(C)C)N1CCN(C(=O)c2ccco2)CC1 (stereo unspecified)	0%	?	-11%	-7%	1%	14
53	CCOC(=O)c1ccc(NC(=O)Cn2nnc(-c3ccccc3F)n2)cc1	-1%	-2%	35µM*	11%[11.6 µM]	-22%	16
54	CCCn1c(=O)c2c(nc3n2CCN3c2ccc(C)cc2)n(C)c1=O	·	11%	·	·	-2%	-12
55	COC(=O)c1ccc(CSc2nnc(NC(=O)C3CCCO3)s2)cc1 (stereo unspecified)	20%	-10%	-9%	4%	1%	?
56	O=C(Nc1ccc(F)c(F)c1)c1ccc(F)c(S(=O)(=O)N2CCOCC2)c1	-1%	6%	-25%	·	0%	·
57	O=C(c1ccc(Br)cc1)N1CCCc2ccccc21	-6%	-2%	-8%	16%	0%	-5
58	Cc1ccc(C2SCC(C(=O)O)N2C(=O)c2ccc(F)cc2)cc1 (stereo unspecified)	17%	-8%	-16%	0%	-6%	-35
59	CCOc1ccc(NC(=O)c2oc3ccccc3c2NC(=O)c2c(F)cccc2F)cc1	·	9%	·	·	-3%	-24
60	O=C1C(=O)N(CCO)C(c2ccc(Br)cc2)/C1=C(\O)c1ccccc1 (stereo unspecified)	3%	-3%	-11%	0%	-9%	16
61	CCCc1nc(N2CCOCC2)c2sc(=S)n(-c3ccccc3)c2n1	3%	?	-11%	·	-36%	·
62	C/C(=N\NC(=O)CCCC(=O)O)c1c(-c2ccccc2)c2cc(Cl)ccc2[nH]c1=O	7%	-4%	-2%	6%	3%	?
63	O=C1CC(c2ccco2)Cc2nc(Nc3nc(-c4ccccc4)c4ccccc4n3)ncc21 (stereo unspecified)	5%	-10%	-12%	10%	?	?
64	CCN(CC)CCN(C)Cc1ccc(Br)cc1	?	-11%	6%	-13%	1%	-38
65	CC(C)CCNC(=O)c1ccc(NC(=O)C2=CSCCO2)cc1	·	0%	-10%	14%	18%	-30
66	CC(=O)c1ccc(COC(=O)c2ccccc2NC(=O)C(C)C)cc1	5%	-5%	24%	·	·	·
67	CCCCn1c(CN2CCN(c3cccc(Cl)c3)CC2)nc2c1c(=O)[nH]c(=O)n2C	0%	3%	197%[activator]	-3%	-24%	-1
68	CCOC(=O)c1ccc(NC(=O)N2CC(C)OC(C)C2)cc1 (stereo unspecified)	-2%&-2%	-4%&-5%	-22%&-23%	-9%	0%&1%	-18
69	CC(C)COc1nc2ccccc2c(=O)n1OCC(=O)O	-5%	1%	-16%	12%	10%	31
70	C=Cc1ccc(C2=CC(=O)C[C@H](c3ccc(OC)cc3)C2)cc1	·	-9%	-16%	2%	2%	49
71	CCOC(=O)Cn1c2c(c(=N)c3ccccc31)CCC2	-17%	-8%	-19%	-1%	-2%	5
72	CC1(C)CC(=O)c2cnc(N3CCc4ccccc4C3)nc2C1	5%	3%	0%	21%	7%	-31
73	Cc1cc(F)ccc1NC(=O)Cn1c(=O)ccc2cc(S(=O)(=O)N3CCC(C)CC3)ccc21	·	-3%	·	·	4%	24
74	C=CCn1c(CSc2ccc(C)cc2)n[nH]c1=S	?	-15%	-55%	95%[activator]	4%	-34

High-throughput results as filed in PubChem.
